Bioassay records: PubChem, several laboratories
procasp7 counter: counter-screen: procaspase-7 (human) activation | AID 463210 | activation, % at 8.5 µM | recombinant procaspase-7, Ac-DEVD-pNA absorbance 405 nm; D23A/D198A/D206A triple mutant, cannot self-cleave; scale: DMSO 0, 5 µM enzyme 100 | actives 0.093% (n = 330,000);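 active means percent activation above the screen-wide mean plus 3 SD, cut at about 25% in these data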
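Replicates: singlicate. Assay system: Procaspase-7 triple mutant (PC-7 D3A). Signal: 405 nm absorbance of p-nitroaniline. Times: 1 h preincubation, 2 h reaction. Buffer or medium: Zinc-free HEPES pH 7.4 with 300 mM NaCl, 0.01% Triton X-100. Also added: DEVD-pNA substrate. Benchmarks: DMSO wells as 0%, DMSO with 5 µM added PC-7 as 100%.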
AHR act: activates the human aryl hydrocarbon receptor | P35869 | AHR-responsive luciferase reporter cells, luminescence | activation, % at 5 µM | actives 2.5% (n = 320,000) | AID 2796; in the data active means activation above about 47%;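 further: 0% = vehicle wells and 100% = reference agonist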
Target sequence (P35869 whole entry, looked up): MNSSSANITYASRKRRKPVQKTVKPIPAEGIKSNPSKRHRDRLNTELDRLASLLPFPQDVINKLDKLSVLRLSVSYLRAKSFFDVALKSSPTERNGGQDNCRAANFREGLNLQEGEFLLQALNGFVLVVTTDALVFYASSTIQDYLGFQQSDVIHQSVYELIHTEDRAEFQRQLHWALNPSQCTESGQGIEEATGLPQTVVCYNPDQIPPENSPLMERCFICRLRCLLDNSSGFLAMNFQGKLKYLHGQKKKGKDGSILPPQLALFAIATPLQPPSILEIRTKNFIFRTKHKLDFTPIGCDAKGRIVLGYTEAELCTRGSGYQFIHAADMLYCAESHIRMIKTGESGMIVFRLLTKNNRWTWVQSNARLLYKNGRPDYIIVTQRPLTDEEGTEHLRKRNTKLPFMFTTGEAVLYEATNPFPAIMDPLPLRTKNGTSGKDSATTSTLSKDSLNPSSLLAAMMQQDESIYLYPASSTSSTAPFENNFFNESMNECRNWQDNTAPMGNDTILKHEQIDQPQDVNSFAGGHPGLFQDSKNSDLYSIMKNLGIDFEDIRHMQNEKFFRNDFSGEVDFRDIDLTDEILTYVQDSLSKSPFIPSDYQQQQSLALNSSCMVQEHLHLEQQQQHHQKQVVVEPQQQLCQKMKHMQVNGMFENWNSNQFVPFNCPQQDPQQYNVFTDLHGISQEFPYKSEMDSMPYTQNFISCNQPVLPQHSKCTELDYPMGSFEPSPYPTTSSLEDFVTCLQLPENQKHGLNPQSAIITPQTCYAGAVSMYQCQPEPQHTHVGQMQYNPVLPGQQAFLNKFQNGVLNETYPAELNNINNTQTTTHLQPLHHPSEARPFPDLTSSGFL
JMJD2C inh: inhibitors of human GASC-1 (JMJD2C) demethylase. Q9H3R0. GST-JMJD2C(1-420) H3K9me3 demethylation, DELFIA europium. inhibition, % at 2.35 µM. actives 0.069% (n = 330,000). AID 2099;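 active means more than half of a compound's replicate wells show inhibition beyond 50%, single wells judged on their own value; inconclusive means some, but no more than half, of replicates pass 50% inhibition; inactive means no replicate passes 50% inhibition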;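 further: signal counts dimethyl H3K9 product captured on neutravidin plate; 0% = median of DMSO wells and 100% = 0.3 times that DMSO median; strong numbers were not always called active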
procasp3 activ: activators of human procaspase-3. activation, % at 8.5 µM. AID 463141. P42574. actives 0.11% (n = 330,000). recombinant procaspase-3 D3A, Ac-DEVD-pNA absorbance 405 nm;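 active means activation above the mean of all tested compounds plus 3 SD, cut at about 21% in these data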;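 further: 0% = DMSO alone and 100% = DMSO wells spiked with extra 5 µM PC-3 D3A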
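Assay system – Procaspase-3 D3A mutant, all three cleavage aspartates alanine · Controls – DMSO-only low control, 5 µM PC-3 D3A high control · Schedule – 1 h compound preincubation, 2 h substrate hydrolysis at 25 °C · Signal – 405 nm absorbance of p-nitroaniline, reads at 0 and 120 min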
CR mimetic SO: lowers age-related superoxide in aged yeast cells; actives 0.18% (n = 330,000); superoxide response (% of plate mean), % at 10 µM; AID 2690; S. cerevisiae aged cells, superoxide DHE fluorescence; hits give low values;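 active means superoxide response under a set limit, about three screen SD below normal, cut at about 65% in these data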;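 further: yeast aged for seven days with compound at 30 °C before DHE staining; 100% = average MFI of all compound-treated wells on the plate with controls excluded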
RPL19A TOR yeast: modulators of TOR pathway RPL19A-GFP in S. cerevisiae; S. cerevisiae RPL19A-GFP strain, flow cytometry, 3 h; hits give low values; percent response vs DMSO, % at 10 µM; actives 0.3% (n = 330,000);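 active means percent response vs DMSO below 50%; inconclusive means fewer than 70 events counted for the yeast strain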;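 further: median channel GFP fluorescence of the barcoded RPL19A-GFP strain; ratio of sample median GFP to plate DMSO average so 100% = DMSO; lower means less RPL19A-GFP as with rapamycin TOR inhibition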
LAP4-GFP MLPCN: modulators of TOR pathway LAP4-GFP in S. cerevisiae. GFP response vs DMSO, % at 10 µM. actives 0.34% (n = 320,000). S. cerevisiae LAP4-GFP multiplex, flow cytometry GFP, 3 h; median GFP as percent of DMSO wells;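 active means GFP response vs DMSO above a set limit, about the screen mean plus 3 SD, cut at about 150% in these data; inconclusive means under 70 cell events counted for the yeast strain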
MEP2-GFP yeast: modulators of TOR pathway MEP2-GFP in S. cerevisiae | GFP response vs DMSO, % at 10 µM | AID 2016 | actives 0.51% (n = 330,000) | S. cerevisiae MEP2-GFP strain, flow cytometry GFP, 3 h; 100% = DMSO control level;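 active means GFP response versus DMSO above a set limit, roughly screen mean plus 3 SD, cut at about 180% in these data; inconclusive means fewer than 70 cells counted for a yeast strain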;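 further: median GFP fluorescence of the barcode-gated MEP2-GFP cells per well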
* hit, by the source's call; ? = inconclusive; · = no result given.

Short keys – A = procasp7 counter; B = AHR act; C = JMJD2C inh; D = procasp3 activ; E = CR mimetic SO; F = RPL19A TOR yeast; G = LAP4-GFP MLPCN; H = MEP2-GFP yeast
> Cn1c(-c2ccc(N)cc2)nc2ccccc21
  A: 12; B: 4; C: -4; D: 14; E: 93; F: 94; G: 101; H: 104
> Cc1ccc(S(=O)(=O)N2[C@@H](c3ccc(Cl)cc3)C(C(=O)O)=CC[C@H]2c2ccc3c(c2)OCO3)cc1
  A: 0; B: -3; C: 8; D: 0; E: 86; F: 100; G: 131; H: 86
> O=C(COc1ccc(-n2cnnn2)cc1)Nc1ccc(F)c(Cl)c1
  A: -4; B: -5; C: 5; D: 11; E: 124; F: 94; G: 102; H: 106
> O=C(NCCCc1ccccc1)[C@@H]1Cc2ccccc2CN1
  A: 4; B: 2; C: -8; D: 3; E: 104; F: 104; G: 97; H: 100
> O=C(c1cnsn1)N1CCCC(Nc2ccc(F)c(F)c2)C1 (centres undefined)
  A: 4; B: 7; C: 6; D: 4; E: 105; F: 103; G: 79; H: 111
> COc1ccc(CC(=O)Nc2nc(C)cs2)cc1OC
  A: -4; B: 6; C: 26; D: -6; E: 96; F: 100; G: 111; H: 104
> CC(=O)Cc1cc(O)c2ccccc2c1OC(=O)c1ccc(Br)cc1
  A: 8; B: 69*; C: 6; D: 1; E: 112; F: 97; G: 92; H: 97
> O=C1CC(c2ccccc2)=NN1c1nc(-c2ccccc2)cs1
  A: -17; B: 10; C: 5; D: -9; E: 99; F: 63; G: 79; H: 100
> Cc1cc(C)n(S(=O)(=O)c2ccccc2[N+](=O)[O-])n1
  A: 0; B: -1; C: -9; D: 4; E: 92; F: 95; G: 84; H: 99
> Cc1cccc(N2CCN(C(=S)Nc3ccc4nc(N5CCOCC5)cc(C)c4c3)CC2C)c1 (centres undefined)
  A: -19; B: 19; C: 1; D: -31; E: 96; F: 98; G: 102; H: 103
> O=C(NNC(=O)c1ccc(Br)o1)c1csc(N2CCOCC2)n1
  A: 7; B: 0; C: 7; D: 0; E: 86; F: 106; G: 104; H: 103
> CCN(C(=O)C1CCN(S(=O)(=O)c2cccc3nonc23)CC1)c1ccccc1
  A: 6; B: 1; C: -6; D: 6; E: 85; F: 101; G: 100; H: 99
> Cc1c(N2C(=O)c3ccccc3C2=O)c(=O)n(-c2ccccc2)n1C
  A: 17; B: 12; C: -13; D: -3; E: 102; F: 103; G: 104; H: 103
> COc1ccc(C(=O)N(C)Cc2ccccc2F)cc1S(=O)(=O)N1CCCC1
  A: 4; B: 8; C: -3; D: -1; E: 124; F: 99; G: 100; H: 101
> COc1ccccc1-n1ccnc1SCC(=O)NC(C)(C)C
  A: -1; B: 3; C: 10; D: 5; E: 89; F: 98; G: 101; H: 103
> CC(NC(=O)Nc1cccc(F)c1)c1ccc2c(c1)OCO2 (centres undefined)
  A: 14; B: 7; C: 14; D: -1; E: 97; F: 101; G: 76; H: 91
> CC(=O)NC(CCS(C)(=O)=O)C(=O)Nc1cccc(C)c1 (centres undefined)
  A: 15; B: 0; C: 16; D: 4; E: 91; F: 101; G: 98; H: 102
> COc1ccc(NC(=O)Cc2nnc(SCC(=O)c3ccc(F)cc3)n2C)cc1
  A: 0; B: -2; C: 7; D: 6; E: 98; F: 102; G: 91; H: 103
> COc1cc(C(=O)NCCC(C)C)c([N+](=O)[O-])cc1OC
  A: -15; B: 5; C: 0; D: 5; E: 121; F: 104; G: 104; H: 105
> CCC(C)n1nccc1NC(=O)C(C)OC(=O)c1cc2ccccc2[nH]1 (centres undefined)
  A: 3; B: 24; C: -3; D: 7; E: 95; F: 93; G: ·; H: 95
> CCCCc1nnc(NC(=O)Cc2ccc(S(=O)(=O)N3CCOCC3)s2)s1
  A: 3; B: 1; C: 16; D: 2; E: 94; F: 102; G: 100; H: 103
> O=C(COC(=O)CCN1C(=O)c2cccc([N+](=O)[O-])c2C1=O)NCc1ccccc1
  A: 5; B: 0; C: -4; D: -1; E: 92; F: 94; G: 106; H: 65
> CN(C)C(=S)Nc1ccc(Cc2ccncc2)cc1
  A: -5; B: -1; C: -16; D: -14; E: 90; F: 102; G: 95; H: 108
> COc1ccc(C(=S)N2CCN(c3ccccc3C)CC2)cc1
  A: -4; B: 2; C: 2; D: 0; E: 93; F: 102; G: 87; H: 96
> COc1cc(OC)cc(-c2nnc(NC(=O)CCS(=O)(=O)c3ccc(C)cc3)o2)c1
  A: 9; B: 65*; C: -3; D: 8; E: 81; F: 97; G: 99; H: 97
> NC(=O)c1ccc2c(=O)n3c(-c4cc(Cl)c(N)c(Cl)c4)csc3nc2c1
  A: -10; B: 16; C: 12; D: -3; E: 91; F: 100; G: 109; H: 95
> CCOC(=O)c1oc2ccccc2c1NC(=O)Cc1cccs1
  A: -3; B: 8; C: 5; D: -1; E: 85; F: 96; G: 102; H: 103
> COc1ccc(CNC(=O)C2CCC(CNc3c(N4CCC(C)CC4)c(=O)c3=O)CC2)cc1 (centres undefined)
  A: 4; B: 0; C: 6; D: -1; E: 100; F: 94; G: 103; H: 101
> CCNc1nc(NCC)n2c(SCC(=O)Nc3ccccc3C(F)(F)F)nnc2n1
  A: -4; B: 2; C: -1; D: -5; E: 93; F: 100; G: 103; H: 100
> O=C(O)c1ccc2c(c1)C(=O)N(c1ccc(C(=O)OCC(=O)c3ccccc3)cc1)C2=O
  A: -2; B: 2; C: 26; D: 3; E: 109; F: 101; G: 98; H: 109
> O=C(NCc1cccs1)c1ccncc1
  A: 7; B: 3; C: 7; D: -3; E: 97; F: 98; G: 90; H: 98
> COc1ccc(CCNC(=O)CCSc2nc(-c3ccco3)cc(C(F)(F)F)n2)cc1
  A: 5; B: 0; C: -4; D: 4; E: 114; F: 92; G: 90; H: 98
> CCCCC(=O)N/N=C/c1sccc1C
  A: 0; B: 16; C: -4; D: 10; E: 99; F: 101; G: 86; H: 101
> C[N+]1(CCn2ccc3ccccc32)CCCCC1
  A: 1; B: 1; C: 0; D: 3; E: 98; F: 96; G: 94; H: 94
> CCOc1ccccc1N(CC(=O)N/N=C/c1cc(Br)ccc1OC)S(C)(=O)=O
  A: -4; B: 34; C: 3; D: -10; E: 87; F: 105; G: 107; H: 96
> CCn1c(SCC#N)nc2c(c1=O)C1(CCCC1)Cc1ccccc1-2
  A: -6; B: -2; C: 7; D: 3; E: 93; F: 103; G: 103; H: 103
> CN(C1CCCCC1)S(=O)(=O)c1cn(C)c(=O)n(C)c1=O
  A: -4; B: 1; C: -4; D: -1; E: 119; F: 101; G: 98; H: 103
> CCN(CC(=O)NC(C)C)C(=O)CCNC(=O)c1ccc(Cl)cc1
  A: 7; B: -3; C: -5; D: 2; E: 102; F: 102; G: 95; H: 100
> COc1ccc(CCn2c(C)cc(C(=O)COC(=O)c3ccc(NC(=O)CC#N)cc3)c2C)cc1
  A: 0; B: -4; C: 8; D: -5; E: 101; F: 93; G: 98; H: 94
> Cc1ccccc1-n1ccnc1SCC(=O)NC1CCCC1
  A: 4; B: 0; C: 26; D: 18; E: 116; F: 101; G: 95; H: 106
> Cc1ccccc1C(=O)NN(C)c1nc2ccccc2nc1C(F)(F)F
  A: 1; B: 1; C: -7; D: 0; E: 107; F: ?; G: ?; H: ?
> O=C(Nc1ccccc1C(=O)NCCCn1ccnc1)c1ccc(Cl)cc1Cl
  A: -4; B: 20; C: 3; D: 8; E: 93; F: 108; G: 117; H: 114
> COC(=O)c1cn(C(=O)c2cc(OC)cc(OC)c2)c2ccccc12
  A: -11; B: -4; C: -14; D: -15; E: 99; F: 101; G: 80; H: 98
> O=C(/C=C/c1cccs1)N1CCN(c2ccccc2F)CC1
  A: 13; B: 3; C: 6; D: 2; E: 85; F: 101; G: 103; H: 104
> CCCOc1ccc(N2C(=O)CC(N(Cc3ccc(OC)cc3)C(=S)Nc3ccccc3)C2=O)cc1 (centres undefined)
  A: 7; B: 4; C: -1; D: 7; E: 124; F: 105; G: 101; H: 118
> CCNC(=O)CCc1nc(-c2ccc(C)cc2)no1
  A: 3; B: 3; C: 32; D: 0; E: 114; F: 95; G: 119; H: 106
> C#Cc1cccc(NC(=O)Cc2cccs2)c1
  A: 1; B: 43; C: -3; D: 2; E: 103; F: 100; G: 110; H: 113
> COc1ccc(N2CCN(C(=S)Nc3ccc(C)cc3)CC2)cc1
  A: -5; B: 0; C: 26; D: 5; E: 90; F: 91; G: 112; H: 99

In a second layout: entries from further up
O=C(COc1ccc(-n2cnnn2)cc1)Nc1ccc(F)c(Cl)c1
  procasp7 counter: -4
  AHR act: -5
  JMJD2C inh: 5
  procasp3 activ: 11
  CR mimetic SO: 124
  RPL19A TOR yeast: 94
  LAP4-GFP MLPCN: 102
  MEP2-GFP yeast: 106
COc1ccc(CCNC(=O)CCSc2nc(-c3ccco3)cc(C(F)(F)F)n2)cc1
  procasp7 counter: 5
  AHR act: 0
  JMJD2C inh: -4
  procasp3 activ: 4
  CR mimetic SO: 114
  RPL19A TOR yeast: 92
  LAP4-GFP MLPCN: 90
  MEP2-GFP yeast: 98
COc1ccc(NC(=O)Cc2nnc(SCC(=O)c3ccc(F)cc3)n2C)cc1
  procasp7 counter: 0
  AHR act: -2
  JMJD2C inh: 7
  procasp3 activ: 6
  CR mimetic SO: 98
  RPL19A TOR yeast: 102
  LAP4-GFP MLPCN: 91
  MEP2-GFP yeast: 103
C#Cc1cccc(NC(=O)Cc2cccs2)c1
  procasp7 counter: 1
  AHR act: 43
  JMJD2C inh: -3
  procasp3 activ: 2
  CR mimetic SO: 103
  RPL19A TOR yeast: 100
  LAP4-GFP MLPCN: 110
  MEP2-GFP yeast: 113

2 of the compounds above, tab-delimited.
Structure	procasp7 counter	AHR act	JMJD2C inh	procasp3 activ	CR mimetic SO	RPL19A TOR yeast	LAP4-GFP MLPCN	MEP2-GFP yeast
O=C(c1cnsn1)N1CCCC(Nc2ccc(F)c(F)c2)C1 (centres undefined)	4	7	6	4	105	103	79	111
COc1ccc(CC(=O)Nc2nc(C)cs2)cc1OC	-4	6	26	-6	96	100	111	104

A second format for some results above.
Below each compound – procasp7 counter, AHR act, JMJD2C inh, procasp3 activ, CR mimetic SO, RPL19A TOR yeast, LAP4-GFP MLPCN, MEP2-GFP yeast
- COc1cc(C(=O)NCCC(C)C)c([N+](=O)[O-])cc1OC
    -15, 5, 0, 5, 121, 104, 104, 105
- COc1cc(OC)cc(-c2nnc(NC(=O)CCS(=O)(=O)c3ccc(C)cc3)o2)c1
    9, 65*, -3, 8, 81, 97, 99, 97
- O=C(O)c1ccc2c(c1)C(=O)N(c1ccc(C(=O)OCC(=O)c3ccccc3)cc1)C2=O
    -2, 2, 26, 3, 109, 101, 98, 109
